Compound activity: PubChem, National Center for Advancing Translational Sciences (NCATS)
ALDH1A1 inh: ALDH1A1 (human) enzyme inhibition; Potency, µM (series often up to 75.3 µM), for inactives: at the top dose activity, negative = inhibition, hits mostly inhibitors; hit rate 7.3% among 220,000; P00352; AID 1030; Purified ALDH1A1, NADH fluorescence, propionaldehyde substrate; active = well fitted inhibition curve with a large enough effect, not every such curve was filed as active; inconclusive = small, poorly fitted or top-dose-only effect, or another doubt; inactive = no such curve, though single readings can be large or run the other way;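 also: plate controls were no enzyme wells and a reference inhibitor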
JMJD2E inh: inhibitors of human JMJD2E histone demethylase; JMJD2E catalytic domain, FDH-coupled NADH fluorescence (FDH is formaldehyde dehydrogenase); Potency, µM (highest dose often 57.1 µM), for inactives: at the highest dose activity change, negative = inhibition, hits mostly inhibitors; hit rate 1.6% among 230,000; AID 2147; active = well fitted inhibition curve with a large enough effect, not every such curve was filed as active; inconclusive = small, poorly fitted or top-dose-only effect, or another doubt; inactive = no such curve, though single readings can be large or run the other way;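 also: 0% = wells with enzyme and -100% = buffer wells without enzyme; nearly all actives have a fitted effect of over 50% in size; many of its hits are not listed in these tables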
TexasRed fluor: counter-screen for TRb-SRC2 inhibitors: fluorescence interference; TRb/SRC2 Texas Red total fluorescence interference; Potency, µM (titrated, usually from 106 µM), for the others: at the highest dose fluorescence change, negative = quenching; hit rate 0.29% among 280,000; AID 1479; active = well fitted curve in either direction with a large enough effect; inconclusive = small, poorly fitted or top-dose-only effect; also: % is scaled to controls: 0 for no effect and ±100 for the full control effect
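Flags fluorescent or light-absorbing compounds by total fluorescence, S + 2P, at 555 nm excitation and 632 nm emission. Mixture: 20 nM Texas Red SRC2 peptide, 0.6 uM human TRb LBD, 1 uM T3, 5% DMSO; compound exposure 5 h at ambient temperature.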
RECQ1 helicase: inhibitors of human RECQ1 DNA helicase | P46063 | RECQ1 DNA unwinding, red fluorescence kinetic read | Potency, µM (highest dose often 57.3 µM), without a hit: top-dose activity, negative = inhibition, actives largely listed as inhibitors | hit rate 0.54% among 240,000;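 also: plate controls were vehicle for no effect and no enzyme for full effect; nearly all actives have a fitted effect of over 30% in size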
Target sequence (P46063 whole entry, looked up): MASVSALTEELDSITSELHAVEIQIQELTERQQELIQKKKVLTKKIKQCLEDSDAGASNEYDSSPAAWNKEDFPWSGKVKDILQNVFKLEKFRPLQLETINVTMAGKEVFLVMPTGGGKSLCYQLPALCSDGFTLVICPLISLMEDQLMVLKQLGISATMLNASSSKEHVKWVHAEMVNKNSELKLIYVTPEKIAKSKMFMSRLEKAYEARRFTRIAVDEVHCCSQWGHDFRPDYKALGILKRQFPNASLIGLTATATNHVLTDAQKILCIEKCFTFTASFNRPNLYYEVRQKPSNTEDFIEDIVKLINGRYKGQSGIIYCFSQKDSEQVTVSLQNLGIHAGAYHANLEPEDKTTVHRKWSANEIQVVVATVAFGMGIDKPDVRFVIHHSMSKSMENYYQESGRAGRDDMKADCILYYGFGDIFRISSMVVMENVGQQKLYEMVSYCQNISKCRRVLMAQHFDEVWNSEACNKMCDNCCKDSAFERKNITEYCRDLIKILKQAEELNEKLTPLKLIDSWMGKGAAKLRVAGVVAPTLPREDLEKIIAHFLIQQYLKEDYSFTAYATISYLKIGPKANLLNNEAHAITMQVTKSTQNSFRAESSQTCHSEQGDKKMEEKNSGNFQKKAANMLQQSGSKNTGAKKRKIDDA
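50 nM RECQ1T1 preincubated 15 min with compound in Tris pH 8.0 buffer with MgCl2, DTT, Tween-20 and 2.5 ug/ml poly(dI-dC); started with 200 nM TAMRA/BHQ-2 forked duplex and 2 mM ATP. Unwinding read as fluorescence (525/598 nm), two reads 2 h apart.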
RGS12 GoLoco inh: RGS12 GoLoco-Gai1 interaction inhibition | P63096 | Gai1:RGS12 GoLoco peptide FP, rhodamine, 10 min | Potency, µM (highest dose often 61.6 µM), for the others: at the top dose activity, negative = inhibition, usual class: inhibitors | hit rate 0.44% among 230,000 | AID 880; active = well fitted inhibition curve with a large enough effect, not every such curve was filed as active; inactive = no such curve, though single readings can be large or run the other way; also: % is scaled to controls: 0 for no effect and ±100 for the full control effect; nearly all actives have a fitted effect of over 30% in size; many of its hits are not listed in these tables
Target sequence (P63096 whole entry, looked up): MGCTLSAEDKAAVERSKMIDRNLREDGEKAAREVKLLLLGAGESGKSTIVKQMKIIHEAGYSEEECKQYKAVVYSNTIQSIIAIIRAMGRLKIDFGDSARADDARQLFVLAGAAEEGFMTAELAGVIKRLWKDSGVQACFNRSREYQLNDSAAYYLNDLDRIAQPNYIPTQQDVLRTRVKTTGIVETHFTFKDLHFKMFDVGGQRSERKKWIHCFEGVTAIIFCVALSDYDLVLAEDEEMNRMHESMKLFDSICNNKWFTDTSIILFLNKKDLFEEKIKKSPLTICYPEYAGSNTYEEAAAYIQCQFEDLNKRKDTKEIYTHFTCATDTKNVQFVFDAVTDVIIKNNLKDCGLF
TRb-SRC2 inh: inhibitors of human thyroid hormone receptor beta-SRC2 interaction; Potency, µM (highest dose often 106 µM), without a hit: at the highest dose activity change, negative = inhibition, most hits filed as inhibitors; hit rate 0.065% among 280,000; TRbeta-SRC2 peptide binding, fluorescence polarization; receptor liganded with 1 µM T3; AID 1469;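 also: plate controls were bound peptide for no effect and peptide without receptor for full effect; nearly all actives have a fitted effect of over 50% in size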
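Binding of a 20-amino-acid Texas Red SRC2 peptide (20 nM) to TRb ligand-binding domain (0.6 uM) with agonist T3 at 1 uM was followed by fluorescence polarization after a 5 hr room-temperature incubation.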
SMN2 splice enh: SMN2 splice variant enhancement. Potency, µM (top dose mostly 46.1 µM), for inactives: at the top dose activity change, positive = activation, actives largely listed as activators. HEK293 SMN2-luciferase splicing reporter, luminescence, 30-36 h. hit rate 2.8% among 210,000; also: % of control where 0% means no effect; nearly all actives have a fitted effect of over 55% in size
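HEK293 cells carry an SMN2 […]–luciferase reporter in which exon 7 inclusion puts luciferase in frame. Cells were plated 10-12 h before compound addition, then incubated 30-36 h at 37C. ONE-Glo luminescence was read; sodium butyrate at 4.5 mM final served as control.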
Lamin A splicing: changes lamin A minigene splicing in HeLa cells | hit rate 0.01% among 200,000 | HeLa LMNA splicing GFP/RFP minigene ratio, 48 h | Potency, µM (titrated, usually from 46.1 µM), for inactives: top-dose ratio change, negative = inhibition, hits mostly inhibitors; active = well fitted inhibition curve with a large enough effect in the signal ratio, with a control signal flat, not every such curve was filed as active; inconclusive = small, poorly fitted or top-dose-only effect, or effect the other way, or a change in a side signal; the % refers to the signal ratio; also: % is scaled to controls: 0 for no effect and ±100 for the full control effect
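S3 HeLa cells stably expressing lamin A-EGFP splicing minigene plus DsRed2, 600 cells/well, 48 h compound exposure at 37C. Laser-scanning cytometry; analysed as GFP (500-530 nm)/RFP (575-640 nm) total intensity ratio; 0.5% DMSO vehicle.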
Numbers without * were called inactive; i = inactive; ? = inconclusive; nt = no result given; & = joins results of further samples; [ ] = remark or other dose. Unless noted, calls follow the shape of the dose curve; as a rule, active = well fitted curve in the direction sought with a large enough effect; inconclusive = small, poorly fitted or top-dose-only effect, or another doubt; inactive = no such curve, though single readings can be large; an effect the other way counts as inactive or inconclusive. Potency is read from the fitted curve at half-maximal effect. These rows are one share of the data; rates above refer to the full screens.

Results follow in this order: Lamin A splicing | ALDH1A1 inh | SMN2 splice enh | JMJD2E inh | TRb-SRC2 inh | RECQ1 helicase | TexasRed fluor | RGS12 GoLoco inh
COc1cccc(/C=N/NC(=O)COc2cccc3cccnc23)c1O
    nt | 13% | -23% | ? | -7% | -10% | 0% | 17%
Cc1cc(C)cc(OCC(=O)Nc2cccc(C(=O)O)c2)c1
    11% | 10% | ? | 4% | 1% | i | -1% | -1%
CC(C)C(C(=O)N1CCN(C(=O)OC(C)(C)C)CC1)n1cc(-c2cn([C@@H](C)C(=O)N3CCN(C(=O)OC(C)(C)C)CC3)nn2)nn1 (stereo not given in full)
    nt | nt | nt | 5% | -3% | i | 0% | 5%
COc1ccccc1N(CN1CCCC1=O)C(=O)c1ccccc1F
    2% | 1% | 2% | 3% | 1% | -40% | 1% | 8%
Cc1ccc(C)c(-n2c(SCC(=O)Nc3nonc3C)nnc2-c2ccoc2C)c1
    6% | ? | 11% | -1% | 7% | i | -6% | 8%
Cc1c(C(=O)NNc2cc(=O)n(C)c(=O)n2C)cccc1[N+](=O)[O-]
    nt | 3% | nt | 11% | -2% | -13% | 1% | 2%
COc1ccc2nc(NC(=O)CSc3ccccc3)sc2c1
    ? | 28µM* | -11% | -14% | 8% | -6% | -8% | 185%[activator]
Cc1nonc1C1CCCN1Cc1nc(-c2ccccc2Cl)oc1C (stereo not given)
    ? | ? | nt | ? | 3% | -12% | 0% | 9%
Cc1nc2ccccc2n1-c1ccccc1
    -3% | 9% | -7% | 8% | -4% | i | 3% | -2%
O=C(Nc1nnc(SCC(=O)N2CCCCC2)s1)C1CCCCC1
    -8% | ? | -36%[inhibitor] | 11% | 3% | i | 0% | 10%
O=C(CN1C(=O)CCC1=O)Nc1ccc(S(=O)(=O)N2CCOCC2)cc1
    ? | 9% | -8% | -4% | -4% | -9% | 0% | 8%
COc1ccc(/C=C2\OC(=O)c3c(OC)cccc32)cc1OC
    3% | ? | ? | ? | 6% | -4% | -13% | -2%
Cc1ccc(-c2noc(C3CCCN(S(=O)(=O)c4ccc(S(=O)(=O)N(C)C)cc4)C3)n2)o1 (stereo not given)
    5% | 25µM* | -7% | 4% | -15% | -5% | 1% | 13%
Clc1ccc2c(c1)C(c1cccs1)=NNC(c1cccnc1)=N2
    -1% | 2% | -4% | -1% | 5% | -4% | -1% | 15%
OC(Cn1cncn1)c1ccc(Cl)cc1Cl (stereo not given)
    -5% | 14% | -9% | 3% | -1% | -1% | -6% | -7%
CCOc1ccc(-c2nc(-c3cccnc3)no2)cc1OCC
    -3% | 1% | -16% | -7% | -5% | 11% | 1% | 11%
CC(C(=O)O)N1C(=O)CSc2ncccc21 (stereo not given)
    -1% | 12% | -16% | 0% | 2% | 2% | 0% | 1%
COc1cc(NC(=O)C2CC(=O)NC3=C2C(=O)CC(C)(C)C3)c(OC)cc1Cl (stereo not given)
    -11% | ? | 22% | 2% | -6% | 2% | 0% | 16%
CCNC(=S)NN=C1c2ccccc2-c2ccccc21
    ? | -12% | -3% | 8% | -3% | -27% | -2% | -3%
CCCNS(=O)(=O)c1ccc(CCC(=O)NCC2CCCO2)cc1 (stereo not given)
    1% | -8% | -11% | 3% | 1% | 3% | 1% | -1%
CC1Cc2ccccc2N1C(=O)CCN1C(=O)C2C3C=CC(C3)C2C1=O (stereo not given)
    -1% | ? | -12% | -5% | -6% | i | 0% | -8%
O=C(/C=C/c1ccccc1[N+](=O)[O-])NCc1ccc(Cl)cc1
    ? | -2% | -10% | 2% | -1% | i | -1% | 6%
COc1ccc(S(=O)(=O)N(CC(=O)Nc2cccnc2)c2ccccc2OC)cc1
    6% | 10µM* | 12% | 7% | 13% | -3% | 1% | -15%
CC(=O)Nc1ccc(S(=O)(=O)N2CCN(C(=O)CCC3CCCC3)CC2)cc1
    -24% | 15% | -35%[inhibitor] | 5% | -3% | i | -3% | -3%
O=C1C2C3C=CC(CC3)C2C(=O)N1/N=C/c1ccc(O)cc1 (stereo not given)
    8% | ? | 2% | -1% | -4% | i | -3% | -3%
CCOCC(=O)N1CCN(c2ccc([N+](=O)[O-])cc2)CC1
    -10% | 22µM* | nt | -5% | 1% | 3% | 0% | nt
Cn1nc(C(F)(F)F)c(C(=O)Nc2ccc(F)cc2F)c1Cl
    ? | 4% | -7% | -2% | -5% | -3% | 0% | 4%
COc1ccccc1NS(=O)(=O)c1ccc(C)c(C(N)=O)c1
    -12% | 0% | -59%[inhibitor] | 8% | -6% | -12% | -3% | 14%
COC(=O)Cc1ccc(NC(=S)Nc2ccc(N3CCOCC3)cc2)cc1
    10%[46 µM] | ? | 5% | -13% | 0% | i | 0% | 2%
O=C(NC1CCCC1)c1ccc([N+](=O)[O-])s1
    nt | 5% | -40%[inhibitor] | 0% | 5% | 4% | -1% | -6%
COCCn1nnnc1CN(CCCN1CCOCC1)Cc1cc2c(C)ccc(C)c2[nH]c1=O
    ? | ? | 9% | ? | 4% | -10% | -1% | -2%
O=c1ccc(-c2ccccc2)n[nH]1
    -6% | 4%[13.5 µM] | -4%[9.22 µM] | -3% | -14% | -3% | -3% | -2%[14.2 µM]
CN1CC2([N+](=O)[O-])CC=C(Oc3ccccc3)C([N+](=O)[O-])(C1)C2 (stereo not given)
    13% | 2.8µM* | -4% | 3% | -26% | 2% | -2% | -10%
CCOC(=O)c1cnc(-n2nc(C)cc2C)nc1-n1nc(C)cc1C
    2% | 7% | 13% | 1% | 7% | -3% | -2% | 6%
Cc1ccccc1NC(=O)CSc1nc2c(c(-c3ccco3)c1C#N)CCCC2
    2% | 7% | 8% | -3% | 1% | -6% | -1% | 7%
COc1ccc(C(CC(=O)O)NC(=O)COc2ccccc2OC)cc1OC (stereo not given)
    14% | -2% | -2% | 3% | -5% | i | -6% | -10%
COc1ccc2[nH]c(=O)c(CN(Cc3ccccc3OC)Cc3nnnn3CC3CCCO3)cc2c1 (stereo not given)
    -5% | ? | 0% | ? | -5% | -3% | -7% | -5%
Cc1ccc(OCC(=O)NN2C(=O)c3ccccc3C2=O)cc1
    -6%[46 µM] | 3% | 7% | 0% | -8% | -3% | -2% | 3%
CC(C)n1c(Nc2ccccc2)nc2ccccc21
    14% | 13% | -21% | 3% | 6% | 4% | -5% | 15%
Cc1ccc(-n2c(C)cc(C(=O)OCC(=O)N(CC(C)C)C3CCS(=O)(=O)C3)c2C)cc1 (stereo not given)
    ? | ? | 17% | 6% | 6% | -8% | -2% | 45%[activator]
CCOc1ccc(-n2nnc3c(=O)n(C/C=C/c4ccccc4)cnc32)cc1
    -3% | 1% | -31%[inhibitor] | 3% | -26% | i | 4% | 1%
COc1ccc(CSc2nc(CSC)cc(N3CCOCC3)n2)cc1
    ? | ? | -12% | 3% | -4% | -6% | 3% | 0%
CCOc1ccc(Cn2c(SCCCCC#N)nc3c2c(=O)n(C)c(=O)n3C)cc1OCC
    -8% | ? | -11% | -3% | -13% | -5% | -3% | 3%
COC(=O)c1ccc(CN2CCN(CCc3ccccc3)C(CCO)C2)cc1 (stereo not given)
    -6%[46 µM] | -3% | nt | -6% | -5% | -5% | 1% | 14%
CSc1nc(N(CCO)CCO)c2sc3nc(-c4ccco4)c4c(c3c2n1)CCC4
    19% | ? | -13% | 7% | -1% | -2% | -8% | 11%
CCOC(=O)c1nnn(-c2nonc2N)c1-c1ccccc1Cl
    3%[46 µM] | -5% | -4% | -4% | -2% | -1% | -2% | 2%
COC(=O)COc1ccc(S(=O)(=O)N2CCN(c3ccccc3F)CC2)cc1
    8% | -6% | 0% | 5% | 0% | -1% | 4% | 5%
Cc1cccc(C(=O)N2CCC(c3nc(-c4ccc(S(=O)(=O)N5CCOCC5)cc4)no3)CC2)c1
    4% | -7% | -35%[inhibitor] | 3% | -1% | -11% | -4% | 10%
CCOc1ccccc1NC(=O)C12CC3CC(C1)CC(c1ccc(C)cc1)(C3)C2
    -1% | -2% | 0% | -4% | 2% | -3% | -3% | 3%
Cc1ccc(N2CC(C(=O)Nc3ccc(S(=O)(=O)N4CCCC4)cc3)CC2=O)cc1 (stereo not given)
    -6% | ? | 10% | 3% | 1% | -2% | 0% | 11%
CC(=O)C(Cc1ccc(Cl)nc1)(Cc1ccc(Cl)nc1)C(C)=O
    ? | 16% | -4% | 2% | 1% | i | -1% | -9%
C/C=C(\C)C(=O)NCCN1C2=NC[C@H](Cc3ccccc3)N2C[C@H]1Cc1ccc(O)cc1
    nt | -10% | nt | 3% | 1% | -10% | 0% | 4%
O=C(Nc1ccc(Cl)cn1)C1CC1
    32%[46 µM] | 1% | 13% | 12% | 2% | -6% | 0% | 5%
CCOC(=O)N1CCN(Cc2nc(N)nc(Nc3ccc(Oc4ccccc4)cc3)n2)CC1
    16% | ? | nt | -5% | -16% | i | -6% | 4%
COc1cc2c(C(=O)NCc3ccc4c(c3)OCO4)cn(CC(C)C)c(=O)c2cc1OC
    -14% | 0.14µM* | 6% | -20% | 0% | -16% | -1% | 3%
CN(C)c1ccc(/C=N/NC(=O)C(O)c2ccc(Br)cc2)cc1 (stereo not given)
    0%[46 µM] | ? | 0% | ? | -8% | -16% | 0% | 2%
O=C1C=C(c2ccccc2)OC(=O)C1C(=O)c1ccccc1 (stereo not given)
    -8% | ? | -8% | -2%&0% | 2%&-5% | -7% | -2%&-7% | 1%&169%
O=C(c1ccc(-c2cccc(Cl)c2Cl)o1)N1CCOCC1
    6%[46 µM] | ? | 11µM* | 0% | -3% | i | 0% | -5%
O=S1(=O)C=C(Oc2ccc3ccccc3c2)c2ccccc21
    ? | 10µM* | nt | -7% | 13% | -9% | 2% | 79%[activator]
O=c1cc(NS(=O)(=O)c2ccccc2)nc(SCc2c(Cl)cccc2Cl)[nH]1
    ? | ? | -43%[inhibitor] | -13% | 0% | -15% | 2% | 4%
